# RMI FANCM FP: blocks RMI1/RMI2 complex binding to FANCM MM2 peptide. FP signal (polarization) at 33 µM. AID 1159607. Fluorescence polarization, RMI core complex with F-MM2 peptide; active compounds read low. actives 0.58% (n = 70,000); in the data active means FP signal below about 40; further: inactives centre near 61; strong numbers were not always called active; unit not given here
# * marks the source's active call; other numbers are inactive results; & = joins results of further samples.
# A first look (three entries):
SMILES	RMI FANCM FP
COc1ccc2nc(N(Cc3ccccc3)C(=O)CS(=O)(=O)c3ccc(C)cc3)sc2c1	87
CC(=O)Nc1cccc(NC(=O)CSc2nc(CC(=O)Nc3ccc(Cl)cc3)cs2)c1	66
Cc1cc(C(=O)Nc2sc3c(c2C(N)=O)CCN(Cc2ccccc2)C3)on1	92

# The list itself, repeating the preview:
SMILES	RMI FANCM FP
COc1ccc2nc(N(Cc3ccccc3)C(=O)CS(=O)(=O)c3ccc(C)cc3)sc2c1	87
CC(=O)Nc1cccc(NC(=O)CSc2nc(CC(=O)Nc3ccc(Cl)cc3)cs2)c1	66
Cc1cc(C(=O)Nc2sc3c(c2C(N)=O)CCN(Cc2ccccc2)C3)on1	92
CC(C)S(=O)(=O)/C(C#N)=C/c1cnc[nH]1	51
COC(=O)c1c(OC)ccc(-n2cccc2)c1OC	59
O=C1C=CC(=O)C(c2cccc(C(F)(F)F)c2)=C1	57
Cc1ccc(-c2ccc(=O)n(CCCC(=O)NCc3cccs3)n2)cc1	74
CN1CCN(C(CNC(=O)Nc2ccc3c(c2)OCO3)c2ccc3c(c2)CCN3C)CC1 (stereo not given)	61&63

SMILES	RMI FANCM FP
CC1(C)Cc2cccc(OCC(=O)Nc3ncc([N+](=O)[O-])s3)c2O1	56
O=C(NCc1ccncc1)c1csc2nc(-c3ccc(F)cc3)cn12	67
Cc1ccc(S(=O)(=O)CCN2CCN(c3ccc(C(F)(F)F)cc3[N+](=O)[O-])CC2)cc1	50
O=C(Nc1ccc2c(c1)OCO2)c1csc(Nc2ccccc2)n1	63
O=C(NCCn1nc(-c2cccnc2)ccc1=O)c1ccc(Cl)cc1Cl	65
Cc1ccc(Cl)cc1N1CCN(CCn2c(C)cn3c4c(=O)[nH]c(=O)n(C)c4nc23)CC1	56
Cc1csc(CN2CCN(C(=O)c3ccc([N+](=O)[O-])o3)CC2)n1	60
N#C/C(=C/Nc1cccc(Cl)c1)c1nc(-c2cccc([N+](=O)[O-])c2)cs1	70

SMILES	RMI FANCM FP
CCOC(CC(=O)NNC(=O)c1ccc(C(F)(F)F)cc1)OCC	56
COc1cc2nc(Cl)sc2cc1OC	57
Cc1cccc(NC(=O)N2CCN(c3ccc4nnc(C5CC5)n4n3)CC2)c1C	68
CCSc1nnc(NC(=O)CSc2nc3c(c(=O)n2-c2cccc(OC)c2)SCC3)s1	59
O=c1c2cnn(-c3ccccc3)c2nnn1/N=C\c1ccc([N+](=O)[O-])cc1	43
O=C(c1cc(-c2ccccc2)on1)N1CCN(Cc2nc3ccccc3[nH]2)CC1	61
O=C(Nc1ccc2c(c1)N(C(=O)C1CC1)CC2)c1cccs1	66
COc1ccc(CCC(=O)Nc2c(C(=O)Nc3ccc4c(c3)OCCO4)oc3ccccc23)cc1	57

SMILES	RMI FANCM FP
CC(C)c1ccc(OCC(=O)O)cc1	67
O=C(Cc1csc(Nc2ccc(OC(F)(F)F)cc2)n1)NCc1ccncc1	60
COCCn1cc(NC(=O)NC(C)CCc2ccccc2)c2ccccc21 (stereo not given)	52
O=C1CCCN2N=C(SCc3ccc(Cl)c(Cl)c3)SC2=N1	68
O=[N+]([O-])c1cnc(Nc2cc(Cl)ccc2Cl)c([N+](=O)[O-])c1	57
CCCC(=O)Nc1cc(C)nn1-c1nc(CC)cc(=O)[nH]1	67
CCOC(=O)c1c(NC(=O)c2ccc(CSc3ccccc3)o2)sc2c1CCCC2	76
COc1cc([N+](=O)[O-])ccc1NC(=O)CSc1ccccc1	53

SMILES	RMI FANCM FP
COc1ccc(S(=O)(=O)Nc2ccc3c(c2)C(=O)N(C)c2cc(C)ccc2O3)cc1F	69
CCc1cnc2c(c1NCc1ccco1)c(=O)n(C)c(=O)n2C	58
O=c1c2ccccc2c(-c2ccc(F)cc2)nn1-c1ccccc1	61
CCOC(=O)[C@@H](Cc1ccccc1)NS(=O)(=O)c1ccc(C)cc1	47
CSc1cccc(C(=O)Nc2cc(C)nn2C(C)C)c1	68
COc1ccc(Cl)cc1NS(=O)(=O)c1cc2c3c(c1)CCC(=O)N3CCC2	55
NS(=O)(=O)c1ccc(N=Cc2ccc(OC(=O)c3ccccn3)cc2)cc1	63
Cc1cc(NC(=O)C(=O)NCC(c2cccc3ccccc23)N2CCCC2)no1 (stereo not given)	76

SMILES	RMI FANCM FP
Clc1cccc(-n2ncc3c(Nc4ccc(OCc5ccccc5)cc4)ncnc32)c1	56
COc1ccc(Cl)cc1NC(=O)CCCn1nc(-c2ccco2)ccc1=O	67
O=C(CSc1oc(-c2ccc(Cl)cc2)nc1S(=O)(=O)c1ccccc1)N1CCCCC1	67
CCCc1cc(-n2ccnc2)n2ncc(-c3ccccc3)c2n1	62
CN(C)S(=O)(=O)c1ccc(-c2nnc(NC(=O)c3cc(Cl)sc3Cl)o2)cc1	63
CCOc1ccc(-c2cc(=O)c3ccc(NC(=O)c4cccs4)cc3o2)cc1	81
Cc1cccc(-n2ncc3c(N4CCC5(CC4)OCCO5)ncnc32)c1	59
CC(=O)N1CCc2cc(NC(=O)CN3CCC(C)CC3)ccc21	70

SMILES	RMI FANCM FP
CCCCC#Cc1ccc(C(=O)NNC(=O)c2cccs2)o1	56
O=S(=O)(c1ccc2c(c1)OCCO2)N1CCOC(c2ccccc2)C1 (stereo not given)	67
Cc1cccc(NC(=O)NCC(c2ccc(F)cc2)N2CCN(C)CC2)c1 (stereo not given)	60
Nc1ccccc1Sc1nccc(C(F)(F)F)n1	55
Cc1ccc2c(c1)nnc1nncn12	60
ClC1(Cl)CC1Cn1cnc2ccccc21 (stereo not given)	60
COc1cccc(NC(=S)NC2CC(C)CC(C)(C)C2)c1 (stereo not given)	54
N#Cc1nccnc1N1CCN(C(=O)Nc2ccccc2)CC1	56

SMILES	RMI FANCM FP
O=C(O)c1cc2cc(F)ccc2[nH]1	53&56
CCOc1ccc(-c2noc(Cn3ncn4nc(-c5ccc(OC)cc5)cc4c3=O)n2)cc1OC	73
N#C/C(=C/c1ccc(Br)o1)c1nc(-c2ccc(F)cc2)cs1	56
O=C(CCC1CCCCC1)NCCn1ncc2c(N3CCN(c4ccccc4)CC3)ncnc21	63
Cc1noc(C)c1CN1CCC(C)CC1	71
O=C(NCc1nnc(SCC(=O)N2CCCCC2)o1)c1ccc(F)cc1	58
O=C(Nc1ccc2nonc2c1)N1CCOCC1	49
O=C(O)c1ccccc1-c1nc2ccccc2[nH]1	56

SMILES	RMI FANCM FP
CC(=O)C(N=Nc1ccc(C(F)(F)F)cc1)=C(O)c1ccccc1	48
CC(=O)Nc1ccc(NC(=O)C(=O)NCC2CCN(C(C)C)CC2)cc1	70
O=C(CCCN1C(=O)c2cccc3cccc(c23)C1=O)NCCO	59
Cc1ccc(-c2nnc(NC(=O)c3ccc(S(=O)(=O)N(C)C)cc3)o2)cc1C	54
Cc1csc(NC(=O)CSc2ccc(Cl)cc2)c1C(N)=O	62
Cc1cccc2c1N(CCCOc1ccccc1Cl)C(=O)C2=O	58
Cc1cc(C)cc(NC(=O)Cn2cnc3c(cnn3CCO)c2=O)c1	53
COC(=O)c1ccccc1NC(=O)C1CCN(c2ccc(-c3ccc(F)cc3)nn2)CC1	62

SMILES	RMI FANCM FP
CCOc1cccc2sc(N(CCCN3CCOCC3)C(=O)c3cc(C)no3)nc12	68
O=C(Nc1ccc(N2CCCC2=O)cc1)c1ccc(F)c(F)c1	68
CC1=C(C(=O)NCc2ccco2)C(c2ccco2)C(C#N)C(SCC(=O)c2ccccc2)=N1 (stereo not given)	121
c1ccc(COc2cccc(C3N(c4ccccc4)CCN3c3ccccc3)c2)cc1	58
CCc1ccccc1NC(=O)/C=C/c1ccccc1Cl	78
Cc1ccc(NC(=O)CC(N)C(=O)O)cc1 (stereo not given)	59
COC(=O)c1ccc(CSc2nc3c(cnn3-c3ccccc3OC)c(=O)[nH]2)o1	66
O=C1CC2(CCN(C(=O)/C=C\c3ccccc3)CC2)Oc2ccccc21	54

SMILES	RMI FANCM FP
COc1cc(C(=O)NCC(=O)NNc2ncnc(N)c2[N+](=O)[O-])cc(OC)c1OC	60
O=C(Nc1nsc(-c2ccccc2)n1)c1cccs1	75
Nc1n[nH]c(C(F)(F)F)c1-c1ccccc1	63
c1ccc2c(c1)CC1OC(CC3=N[C@H]4c5ccccc5C[C@H]4O3)=NC21 (stereo not given in full)	63&58
CC[C@H](C)C(=O)O[C@H]1CCC=C2C=C[C@H](C)C(CCC3C[C@@H](O)CC(=O)O3)[C@H]21 (stereo not given in full)	56
NC(=S)c1cc(Br)cc(Br)c1	61
Cc1ccc(S(=O)(=O)NCC(=O)N/N=C\c2ccco2)cc1	69
COc1cc(/C=N\Nc2nc(C)cc(C)n2)ccc1OC(F)F	61

SMILES	RMI FANCM FP
COc1ccc(CCNC(=O)Cn2cnc3c(nnn3C)c2=O)cc1OC	63
COc1ccc(Oc2cccc(Cl)c2CNC(=O)c2ccccc2N)cc1	60
Cc1ccc(S(=O)(=O)N2CCN(C(=O)N3CCCC3)CC2)cc1C	64
COc1ccccc1N1CCN(CC(O)COc2cccc3ccccc23)CC1 (stereo not given)	54&57&-17
O=S(=O)(Nc1ccc(Oc2ncnc3cc(Cl)ccc23)nc1)c1ccc(-c2ccccn2)s1	59
CS(=O)(=O)N1CCC(C(=O)Nc2nc(-c3cc4ccccc4oc3=O)cs2)CC1	66
Cc1nnc(Nc2ccc(F)c(Cl)c2)[nH]c1=O	55
COc1ccc(-c2c(C#N)c(C(C)=O)[nH]c(=O)c2C#N)cc1	55

SMILES	RMI FANCM FP
CCOC(=O)Cn1nc(-c2ccccc2)c(-c2ccccc2)nc1=O	63
O=C(Cn1cnc2c(-c3ccccc3)csc2c1=O)Nc1ccc2c(c1)OCO2	101
COc1ccc(NS(=O)(=O)c2ccccc2I)cc1	54
COc1ccc(NC(=O)C(=O)NCCN2CCOC(c3ccccc3)C2)cc1OC (stereo not given)	76
COc1ccc(-c2cc(=O)n(CC(=O)N3CCN(C(=O)c4ccco4)CC3)cn2)cc1	68
CC(C)N(C(=O)CSc1nnc(-c2ccccc2)n1N)c1ccccc1	57
COC(=O)c1cn(NC(=O)c2cccs2)c(=O)c2ccccc12	55
Cc1ccc(S(=O)(=O)c2[nH]c(-c3ccccc3)nc2SCC(=O)Nc2nccs2)cc1	63

SMILES	RMI FANCM FP
O=C(O)CC1CSc2nc3c(c(=O)n21)CCC3 (stereo not given)	72
COc1ccccc1NC(=O)Cc1csc(SCC(=O)Nc2cccc(NC(C)=O)c2)n1	65
Cc1noc(C)c1C(=O)Sc1cccc(C(F)(F)F)c1	64
CCOC(=O)CN1C(=O)S/C(=C\C(=O)Nc2nccs2)C1=O	61
COc1ccc(/C=C/C(=O)O)cc1S(=O)(=O)Nc1ccc(C(=O)O)c(O)c1	97
COc1ccccc1NCC(O)CC1C(C)=C(C)c2ccccc21 (stereo not given)	77
CSC(=Nc1ccccc1C(F)(F)F)N1CCCC1	53
O=C1/C(=C/c2cccs2)Oc2cc(OC(=O)N3CCOCC3)ccc21	-9

SMILES	RMI FANCM FP
Cc1cc(C(=O)NNC(=O)CSCc2cccc3ccccc23)no1	46
Cc1ccc(S(=O)(=O)N2CCCC(c3nnc(COc4ccccc4)o3)C2)cc1C (stereo not given)	63
COc1ccc(CC(=O)NCc2nnnn2-c2ccc(Cl)cc2)cc1	59
O=C(Cn1c(=O)n(Cc2ccc3c(c2)OCO3)c(=O)c2oc3ccccc3c21)Nc1cc(C(F)(F)F)ccc1Cl	68
Cc1cc(C(=O)Nc2cc(C)nn2C)on1	70
COc1ccccc1N1CCN(S(=O)(=O)c2ccc(NC(C)=O)cc2)CC1	60
O=S(=O)(Oc1ccc2ccccc2c1)c1ccc(Cl)cc1	60
CCOc1ccccc1N1CC(C(=O)Nc2c(CC)cccc2CC)CC1=O (stereo not given)	58

SMILES	RMI FANCM FP
CC(C)CCCC(C)C1CCC2C3=CC[C@H]4C[C@@H](O)CC[C@]4(C)C3CC[C@@]21C (stereo not given in full)	56
O=C(CCCCl)Nc1n[nH]c(=S)s1	60
COC(=O)c1nn(-c2ccc(F)cc2)ccc1=O	56
Cc1[nH]n(-c2ccccc2)c(=O)c1N=Nc1c(C)n(C)n(-c2ccccc2)c1=O	51
Cc1ccc(CSC(=N)N)cc1	59&53
Cc1csc(NC(=O)Nc2ccc(F)cc2F)c1Cl	55
COc1ccc(N=Cc2ccc(Cl)c(Cl)c2)cc1	43
Cc1cccc(NC(=O)c2cccnc2Oc2ccccc2)c1C(=O)O	62

SMILES	RMI FANCM FP
Cc1ccc(-c2csc3ncnc(N4CCC(Cc5ccccc5)CC4)c23)cc1C	76
Cc1onc(-c2ccccc2Cl)c1C(=O)N1CCN(Cc2nc3ccccc3[nH]2)CC1	61
Cc1ccc(S(=O)(=O)N2CCCC2NC(=O)NNC(=O)c2ccncc2)cc1 (stereo not given)	53
CC(C)C(=O)N1CCCc2ccc(NC(=O)C(=O)NCc3ccccn3)cc21	53
CCCC(=O)NCCc1c2n(c3ccc(OC)cc13)CCCc1ccccc1-2	50
Cc1cc(Cl)cc2sc(Cl)nc12	54
O=C(O)C1CCCCC1C(=O)Nc1ccc(S(=O)(=O)N2CCCCC2)cc1 (stereo not given)	61
O=C(NNC(=O)C1CCCCC1)c1ccc(=O)n(Cc2ccc(Cl)cc2)c1	59
COc1cc(S(=O)(=O)NCCC2=CCCCC2)ccc1Br	90
C#CCn1c(=NC(=O)C2CC2)sc2cc(S(N)(=O)=O)ccc21	66

# Part of the list above in order of length of the SMILES, lowest first.
SMILES	RMI FANCM FP
COc1cc(S(=O)(=O)NCCC2=CCCCC2)ccc1Br	90
C#CCn1c(=NC(=O)C2CC2)sc2cc(S(N)(=O)=O)ccc21	66
CCCC(=O)NCCc1c2n(c3ccc(OC)cc13)CCCc1ccccc1-2	50
Cc1ccc(-c2csc3ncnc(N4CCC(Cc5ccccc5)CC4)c23)cc1C	76
Cc1ccc(S(=O)(=O)N2CCCC2NC(=O)NNC(=O)c2ccncc2)cc1 (stereo not given)	53

# Bioassay records as filed in PubChem.

# Some of the compounds tested; count on the stated rates, not on these rows.
